PL synth Enamine – phospholipid synthesis inhibitors, CHO cells, primary screen, ZR-82 cells, Enamine library, screen 3; calls only at 10 µM; hit rate 0.4% among 20,000; ZR-82 CHO cells, pyrene fatty acid UV survival, CellTiter Blue; peroxisome-deficient CHO-K1 mutant line; plus DGAT-1, DGAT-2 and ACAT inhibitors;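 active means cell survival signal 2 SD away from solvent-only control wells, confirmed on one or two retests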;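 further: 3 h compound exposure then viability read about one day after UV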
Calls only; i = inactive. Only part of the results is shown; count on the stated rates, not on these rows.

SMILES | PL synth Enamine
C=CCN1C(=O)/C(=C/N(C)C)SC1=NS(=O)(=O)c1cccs1 | i
CCOc1ccc2nc(SCc3cn4c(C)cc(C)nc4n3)sc2c1 | i
O=C(CSc1ncn[nH]1)N1N=C(c2cccs2)CC1c1cccs1 (stereo not given) | i
Cc1cc(NC(=O)CN(C)Cc2ccc(Cl)s2)no1 | i
CCOC(=O)c1[nH]c(C)c(C(=O)OCCOC)c1C | i
O=C1OC2CC1(O)CC(O)C2O (stereo not given) | i
Cn1c(=O)c2c(ncn2CC(=O)NCCC23CC4CC(CC(C4)C2)C3)n(C)c1=O | i
Cc1c(Cl)cnc(N)c1Cl | i
CN1/C(=C2/C=NN(C)P2(=Nc2cccc([N+](=O)[O-])c2)N2CCOCC2)C(C)(C)c2ccccc21 (stereo not given) | i
Cc1c(C)c(C)c(S(=O)(=O)N2CCNCC2)c(C)c1C | i
Cc1cc(=O)[nH]c(N/N=C/c2c(C)oc3ccccc23)n1 | i
CCCCNS(=O)(=O)c1ccc2c(c1)nc(CCC)n2CCCC | i
NC(=O)c1c(NC(=O)COC(=O)C23CC4CC(CC(Br)(C4)C2)C3)sc2c1CCC2 | i
CN=c1scc(-c2ccc(C)cc2)n1/N=C/c1ccc(Br)cc1 | i
C(=N\n1c(-c2ccccc2)csc1=NCC1CCCO1)/c1c[nH]c2ccccc12 (stereo not given) | i
CCOC(=O)c1c(C)[nH]c(C)c1C(=O)COC(=O)c1ccc(C)o1 | i
O=c1cc(CSc2nc(CN3CCOCC3)nc3sc4c(c23)CCCC4)nc2sccn12 | i
CCOC(=O)c1c(C)[nH]c(C(=O)COC(=O)c2c(CC)noc2C)c1C | i
CN(C)S(=O)(=O)c1ccc2oc(SCC(=O)c3c(N)n(C4CC4)c(=O)[nH]c3=O)nc2c1 | i
CCCN(CC1CC1)CN1C(=O)NC2(CCC(C)CC2)C1=O (stereo not given) | i
Cc1cc(C)n(-c2ccc3nncn3n2)n1 | i
Cc1n[nH]c(C)c1S(=O)(=O)N1CCN(c2ncccn2)CC1 | i
COC(=O)c1ccc(CSc2n[nH]c(=S)s2)o1 | i
Oc1ccc(/C=N/n2cnn(Cc3ccccc3Cl)c2=S)c(O)c1 | i
Cn1c(-c2cc3c(s2)CCC(C(C)(C)C)C3)n[nH]c1=S (stereo not given) | i

Some of the entries so far, as tab-separated lines:
canonical_smiles	PL synth Enamine
O=C(CSc1ncn[nH]1)N1N=C(c2cccs2)CC1c1cccs1 (stereo not given)	i
Cc1cc(NC(=O)CN(C)Cc2ccc(Cl)s2)no1	i
CCOC(=O)c1[nH]c(C)c(C(=O)OCCOC)c1C	i
O=C1OC2CC1(O)CC(O)C2O (stereo not given)	i
Cn1c(=O)c2c(ncn2CC(=O)NCCC23CC4CC(CC(C4)C2)C3)n(C)c1=O	i
Cc1c(Cl)cnc(N)c1Cl	i
CN1/C(=C2/C=NN(C)P2(=Nc2cccc([N+](=O)[O-])c2)N2CCOCC2)C(C)(C)c2ccccc21 (stereo not given)	i
Cc1c(C)c(C)c(S(=O)(=O)N2CCNCC2)c(C)c1C	i
Cc1cc(=O)[nH]c(N/N=C/c2c(C)oc3ccccc23)n1	i
CCCCNS(=O)(=O)c1ccc2c(c1)nc(CCC)n2CCCC	i

More compounds follow:
SMILES | PL synth Enamine
O=C(C1CCS(=O)(=O)C1)N1CCNCC1 (stereo not given) | i
CCC(C)Nc1n[nH]c(=S)s1 (stereo not given) | i
CC(C)(C)c1nnc2sc(=S)[nH]n2c1=O | i
C=CCn1c(COc2ccc3ccccc3c2)nc2ccccc21 | i
O=[N+]([O-])c1ccc(S(=O)(=O)N2CCOCC2)cc1 | i
CC(NC(N)=O)C1CC1 (stereo not given) | i
Nc1nc(SCc2cc([N+](=O)[O-])cc3c2OCOC3)n[nH]1 | i
Cc1cc(C(=S)N=P(N(C)C)(N(C)C)N(C)C)c(C)n1-c1ccccc1 | i
Cc1csc2nc(COC(=O)CCCN3C(=O)NC4(CCCC4)C3=O)cc(=O)n12 | i
FC(F)(F)c1nc2n(n1)C(c1ccc(Cl)cc1)C1=C(N2)c2ccccc2SC1 (stereo not given) | i
O=C1CSc2ccc(C(=O)NN3C(=O)NC4(CCCCC4)C3=O)cc2N1 | i
Cc1nn2c(nc(NC3CCCCCC3)c3ccccc32)c1Cl | i
CC(C)(C)NC(=O)CN1CCN(CC(N)=S)CC1 | i
Cc1cc(C)nc(N/N=C/c2ccc(I)o2)n1 | i
CC12CCC(C(=O)N(CC(O)Cn3c4ccc(Br)cc4c4cc(Br)ccc43)C1=O)C2(C)C (stereo not given) | i
Cc1nn(CC(C)C)c2sc(C(=O)NC3CC(C)(C)NC(C)(C)C3)cc12 | i
Cc1cc(C)nc(N/N=C/c2cc(C)n(CC(F)(F)F)c2C)n1 | i
Cn1ccnc1SCc1cn2ccccc2n1 | i
CCN(CC)P1(=Nc2ccc([N+](=O)[O-])cc2)/C(=C2\N(C)c3ccccc3C2(C)C)C=NN1c1ccccc1 (stereo not given) | i
CN=c1scc(-c2ccccc2F)n1/N=C/c1ccccc1 | i
COc1ccc(OCCSc2nc(N)cc(N)n2)cc1 | i
O=[N+]([O-])c1ccc(C2=Nn3c(nnc3C3CC3)SC2)cc1 | i
CN=c1scc(-c2cc(OC)c(OC)c(OC)c2)n1/N=C/c1ccccc1I | i
CN(C)c1cc[n+](CC(=O)N2CCc3ccccc32)cc1 | i
Cc1ccc(/C=N/NC(=S)NC2CCCCC2)o1 | i
Additional structures follow:
SMILES | PL synth Enamine
Cn1c(=O)c2c(ncn2CCCC(=O)Nc2nnc(C3CC3)s2)n(C)c1=O | i
O=c1c2cc([N+](=O)[O-])cc3cccc(c32)c2nc3cccc4cccc(c43)n12 | i
Cn1nnnc1SCCCc1nc(-c2ccc(Cl)cc2)no1 | i
Nc1c(Cl)cc(Cl)cc1[N+](=O)[O-] | i
Fc1cc(Br)ccc1OCc1cn2cc(Cl)ccc2n1 | i
c1ccc2c(-c3nnc(SCC4CCCO4)n3C3CC3)c[nH]c2c1 (stereo not given) | i
Cc1sc2nc(-c3cccs3)nc(Oc3cccc[n+]3[O-])c2c1C | i
Ic1ccccc1-c1nc(-c2cccnc2)no1 | i
COc1cc(-c2nn(CN(C)Cc3ccccc3)c(=S)o2)cc(OC)c1OC | i
CCNC(=O)NC(=O)COC(=O)CN1C(=O)NC2(CCCC2)C1=O | i
O=[N+]([O-])c1ccc(NN=C2C3C4CC5C3C(=NNc3ccc([N+](=O)[O-])cc3[N+](=O)[O-])C3C2C4C53)c([N+](=O)[O-])c1 (stereo not given) | i
CC(=O)N1CCC(N)=N1 | i
OC1COCc2nc3ccccc3n2C1 (stereo not given) | i
CC1CCCN(Cn2nc3sc4ccccc4n3c2=S)C1 (stereo not given) | i
CCOC(=O)C1=C(C)Nc2nc(-c3cccs3)nn2C1c1sccc1C (stereo not given) | i
c1cc2c(cc1CSc1nnc(C3CC3)n1C1CC1)OCO2 | i
CSc1nnc(C)c(=O)[nH]1 | i
CC1CN(Cc2cc(=O)n3ccsc3n2)CC(C)O1 (stereo not given) | i
S=c1[nH]nc(-c2cc(-c3ccccc3)nc3ccccc23)o1 | i
C=CCN=c1scc(-c2cccc(Br)c2)n1/N=C/c1cc2c(cc1[N+](=O)[O-])OCO2 | i
Cc1sc2nc(C(C)Sc3nnc(NC4CC4)s3)[nH]c(=O)c2c1C (stereo not given) | i
O=c1cc[nH]c(=S)[nH]1 | i
Cc1cc(-n2c(C)cc(/C=C3\SC(=NC4CCCC4)NC3=O)c2C)no1 | i
CN(C)c1ccc(C=Nc2ccc(N=Cc3ccc(N(C)C)cc3)cc2)cc1 | i
CC1CCc2sc(-c3nnc(SC4CCOC4=O)o3)cc2C1 (stereo not given) | i
Later entries:
SMILES | PL synth Enamine
COc1ccccc1-c1n[nH]c(=S)o1 | i
O=C(OCc1nc(-c2cccs2)no1)c1ccco1 | i
CC(C)Oc1ccc(S(C)(=O)=O)cc1[N+](=O)[O-] | i
Clc1ccc(N=c2scc(-c3ccc(Cl)s3)n2C2CCCC2)cc1 | i
O=C(COC(=O)C12CC3CC(CC(Br)(C3)C1)C2)N1CCOCC1 | i
C#CC(CC)(CC)NC(=O)CCc1nc2sc3c(c2c(=O)[nH]1)CCCC3 | i
CCCn1c(N=Cc2c[nH]c3ccccc23)nc2ccccc21 | i
CN=c1scc(C)n1/N=C/c1c[nH]c2ccc(Br)cc12 | i
COc1cc(S(=O)(=O)N2CCCC2)ccc1Cl | i
CC(C)(C)c1nnc2sc(SCCN3C(=O)c4ccccc4C3=O)nn2c1=O | i
O=[N+]([O-])c1ccc(N/N=C/c2cccnc2)c([N+](=O)[O-])c1 | i
NC(=O)CSc1n[nH]c(=S)s1 | i
CSCCCNC(=S)NNC(=O)C1CC1 | i
CN1/C(=C2\C=NN(c3ccccc3)P2(=Nc2ccccc2[N+](=O)[O-])N2CCCCC2)C(C)(C)c2ccccc21 (stereo not given) | i
O=C1CSc2ccc(SC(F)(F)C(F)(F)C(F)(F)F)cc2N1 | i
COc1cc(OC)c(OC)cc1/C=C1\N=C(c2ccccc2I)OC1=O | i
CNC(=S)NNc1ccc(S(N)(=O)=O)cc1[N+](=O)[O-] | i
COCCC1=NN(C(=O)Cc2cn3ccsc3n2)C(O)(C(F)(F)F)C1 (stereo not given) | i
c1nc(Nc2ccc3c(c2)OCCO3)c2c3c(sc2n1)CCCC3 | i
O=S(=O)(c1ccc2c(c1)OCCO2)N1CCCC1c1ccc2c(c1)OCCCO2 (stereo not given) | i
S=c1[nH]nc(-c2ccc(Cl)cc2Cl)n1/N=C/c1ccncc1 | i
O=C(c1c[nH]c(=O)[nH]c1=O)N1CCN(CC2CCCO2)CC1 (stereo not given) | i
CCN(CC)P1(=Nc2ccccc2OC)/C(=C2\N(C)c3ccccc3C2(C)C)C=NN1C (stereo not given) | i
CN=c1scc(-c2ccc(OC(F)F)cc2)n1/N=C/c1ccc(O)cc1 | i
Nc1cc(S(=O)(=O)C(F)F)ccc1Cl | i
(further entries)
SMILES | PL synth Enamine
O=[N+]([O-])c1cccc(S(=O)(=O)C(F)(F)F)c1 | i
CC1CCC2(CC1)NC(=O)N(NC(=O)CSc1nnc3n1CCCCC3)C2=O (stereo not given) | i
O=C(NN=C1CCCC1)C1CCN(S(=O)(=O)c2cccs2)CC1 | i
CNc1nc(=S)[nH]c2ccccc12 | i
O=C1CSc2ccc(C(=O)OCC(=O)c3ccc4c(c3)OCCO4)cc2N1 | i
Nc1cc(Cl)c(S(=O)(=O)C(F)(F)F)cc1[N+](=O)[O-] | i
O=S1(=O)c2cccc3cccc(c23)N1Cc1cccc(Br)c1 | i
NC(=O)c1c(NC(=O)CN2CCN(C(=O)c3ccco3)CC2)sc2c1CCC2 | i
c1ccc(-c2nnc(-c3c[nH]c4ccccc34)nc2-c2ccccc2)cc1 | i
c1cncc(-c2noc(-c3ccc4c(c3)OCO4)n2)c1 | i
CN=c1scc(-c2ccc(OC(F)F)cc2)n1/N=C/c1ccc2c(c1)OCCO2 | i
Cc1nsc(N)c1C(=O)O | i
Cc1ccc2nc(SCc3cn4cccc(C)c4n3)[nH]c2c1 | i
O=P(CCN1CCCCC1)(CCN1CCCCC1)c1ccccc1 | i
CC1NC(=O)NC1=O (stereo not given) | i
O=[N+]([O-])c1ccc(-n2cnnn2)cc1 | i
COC(=O)c1ccc(/C=C2\N=C(c3ccc(F)cc3)OC2=O)cc1 | i
COc1ccc(C2c3sc(=O)[nH]c3SCC2/C=N/NC(N)=S)cc1 (stereo not given) | i
CC(=O)CSc1ncnc2sc3c(c12)CCCC3 | i
O=C(NC(=S)NCCNC(=S)NC(=O)c1cccs1)c1cccs1 | i
C(=N\Nc1ncnc2sc3c(c12)CCCC3)/c1ccncc1 | i
Brc1ccccc1-c1csc(=Nc2cccnc2)n1C1CC1 | i
CC1=Nc2cc(Cl)ccc2Oc2ccccc21 | i
Nc1nc(SCc2cc([N+](=O)[O-])cc3c2OCOC3)nc(-c2ccncc2)n1 | i
Cn1c(SCC(=O)N2N=C3/C(=C/c4cccs4)CCCC3C2c2cccs2)nnc1C1CC1 (stereo not given) | i
Carrying on.
SMILES | PL synth Enamine
CC(C)NS(=O)(=O)c1cccc2nsnc12 | i
Fc1ccc(C2=CC(c3ccc(F)c(F)c3)n3nc(C(F)(F)F)nc3N2)cc1 (stereo not given) | i
Cc1cc2nn(CN3CCN(c4ncccn4)CC3)c(=S)n2c2ccccc12 | i
C=CCNC(=S)N=C1N=C2C=CC(Cl)=CN2Cc2ccccc21 | i
CC(C)(C)c1ccc(-c2nnc(SCc3nc(N)nc(N)n3)n2C2CCCC2)cc1 | i
Cc1sc2nc(C(C)Sc3nnc(-c4ccco4)n3C)[nH]c(=O)c2c1C (stereo not given) | i
O=[N+]([O-])c1ccc2nc(/C=C/c3c(F)c(F)c(F)c(F)c3F)sc2c1 | i
CC1(C)CC2=NN(c3ccccc3)P(=S)(Nc3ccc(Br)cc3)C2=C(N2CCCCC2)C1 (stereo not given) | i
CN1/C(=C2\C=NN(c3ccccc3)P2(=Nc2ccccc2)N2CCOCC2)C(C)(C)c2ccccc21 (stereo not given) | i
O=C(OCC(=O)N1CCCC1)c1ccc([N+](=O)[O-])o1 | i
CN(C)S(=O)(=O)c1ccc(Cl)c(NS(=O)(=O)c2cccc(Cl)c2)c1 | i

Reformatted: 4 of the compounds above.
canonical_smiles	PL synth Enamine
Fc1ccc(C2=CC(c3ccc(F)c(F)c3)n3nc(C(F)(F)F)nc3N2)cc1 (stereo not given)	i
Cc1cc2nn(CN3CCN(c4ncccn4)CC3)c(=S)n2c2ccccc12	i
C=CCNC(=S)N=C1N=C2C=CC(Cl)=CN2Cc2ccccc21	i
CC(C)(C)c1ccc(-c2nnc(SCc3nc(N)nc(N)n3)n2C2CCCC2)cc1	i
